Compound activity from PubChem.
NSD2 inh: NSD2 (human) methyltransferase inhibition; 44,000 compounds, 0.07% hits; O96028; inhibition, % at 12.5 µM; AID 624260; NSD2-SET H3K36me1 DELFIA fluorescence, biochemical; in the data active = inhibition above about 54%, passing the limit was not always enough; inconclusive = no clear call, values can overlap the other calls;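 also: inhibitors reduce the monomethyl H3K36 fluorescence signal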
Target sequence (O96028 whole entry, looked up): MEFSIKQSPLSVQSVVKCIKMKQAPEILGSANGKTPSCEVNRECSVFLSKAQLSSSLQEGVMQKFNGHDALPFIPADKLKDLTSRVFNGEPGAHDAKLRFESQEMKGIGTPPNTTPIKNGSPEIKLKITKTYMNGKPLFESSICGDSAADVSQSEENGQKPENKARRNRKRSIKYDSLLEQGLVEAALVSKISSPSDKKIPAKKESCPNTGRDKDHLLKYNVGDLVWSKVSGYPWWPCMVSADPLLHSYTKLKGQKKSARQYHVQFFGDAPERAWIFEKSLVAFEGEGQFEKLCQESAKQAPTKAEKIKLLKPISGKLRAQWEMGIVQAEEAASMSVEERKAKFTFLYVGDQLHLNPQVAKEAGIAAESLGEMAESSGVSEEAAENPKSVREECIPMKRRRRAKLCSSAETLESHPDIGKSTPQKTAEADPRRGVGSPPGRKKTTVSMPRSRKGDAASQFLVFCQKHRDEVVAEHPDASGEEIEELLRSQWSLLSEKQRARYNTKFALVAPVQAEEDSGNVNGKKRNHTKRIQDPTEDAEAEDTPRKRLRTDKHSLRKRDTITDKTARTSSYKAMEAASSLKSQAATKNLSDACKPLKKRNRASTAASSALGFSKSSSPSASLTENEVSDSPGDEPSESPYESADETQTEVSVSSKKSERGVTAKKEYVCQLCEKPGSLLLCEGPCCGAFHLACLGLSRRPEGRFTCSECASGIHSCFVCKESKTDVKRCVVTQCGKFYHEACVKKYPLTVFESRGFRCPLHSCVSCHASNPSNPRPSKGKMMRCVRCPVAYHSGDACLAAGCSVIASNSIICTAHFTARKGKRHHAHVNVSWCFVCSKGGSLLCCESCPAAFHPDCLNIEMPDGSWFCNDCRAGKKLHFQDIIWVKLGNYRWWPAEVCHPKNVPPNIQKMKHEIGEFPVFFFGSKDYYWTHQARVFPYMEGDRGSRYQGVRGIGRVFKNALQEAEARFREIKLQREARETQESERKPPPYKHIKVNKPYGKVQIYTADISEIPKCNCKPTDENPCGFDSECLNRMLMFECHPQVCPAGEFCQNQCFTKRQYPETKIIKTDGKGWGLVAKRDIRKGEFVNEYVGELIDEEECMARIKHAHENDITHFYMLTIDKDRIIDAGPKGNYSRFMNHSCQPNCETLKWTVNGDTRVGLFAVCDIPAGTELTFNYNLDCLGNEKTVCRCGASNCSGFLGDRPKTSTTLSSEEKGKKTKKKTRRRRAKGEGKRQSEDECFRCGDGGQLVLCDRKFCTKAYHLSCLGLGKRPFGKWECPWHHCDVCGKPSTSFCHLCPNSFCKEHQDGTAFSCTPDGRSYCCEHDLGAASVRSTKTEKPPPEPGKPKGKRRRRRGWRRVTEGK
* marks the source's active call; other numbers are inactive results; ? = inconclusive. The list is partial, so the mix of outcomes need not match the whole.

SMILES	NSD2 inh
COc1ccc(-c2ccc3c(c2)O[C@@H](CN(C)C(=O)c2ccccc2F)[C@H](C)CN([C@@H](C)CO)S3(=O)=O)cc1	9
C[C@H](CO)N1C[C@H](C)[C@H](CN(C)C(=O)c2ccccc2)Oc2ncc(C#CC3CC3)cc2C1=O	6
COc1ccc(S(=O)(=O)N(C)C[C@H]2Oc3ccc(NS(=O)(=O)c4cn(C)cn4)cc3CC(=O)N([C@@H](C)CO)C[C@H]2C)cc1	0
Cc1noc(C)c1S(=O)(=O)Nc1ccc2c(c1)C(=O)N([C@H](C)CO)C[C@H](C)[C@H](CN(C)Cc1ccc(C(=O)Nc3ccccc3N)cc1)O2	-1
C[C@H](CO)N1C[C@H](C)[C@H](CN(C)C(=O)Cc2ccccc2)Oc2cc(-c3ccccc3)ccc2S1(=O)=O	20
C[C@@H]1CN([C@@H](C)CO)C(=O)c2cc(C#Cc3ccc(F)cc3)cnc2O[C@H]1CN(C)Cc1ccccn1	?
C[C@H](CO)N1C[C@H](C)[C@@H](CN(C)C(=O)Nc2ccc(C(F)(F)F)cc2)OCCCC[C@H](C)Oc2ccc(NC(=O)Nc3cccc4ccccc34)cc2C1=O	-1
C[C@H](CO)N1C[C@H](C)[C@@H](CN(C)C(=O)C2CCC2)Oc2cc(C#CCN(C)C)ccc2S1(=O)=O	-2
Cc1ccc(-c2ccc3c(c2)O[C@H](CN(C)S(C)(=O)=O)[C@H](C)CN([C@H](C)CO)S3(=O)=O)cc1	-6
C[C@H](CO)N1C[C@H](C)[C@@H](CN(C)C(=O)Nc2ccc3c(c2)OCO3)OCCCC[C@H](C)Oc2ccc(NS(=O)(=O)c3ccc(Cl)cc3)cc2C1=O	-4
CCC(=O)N(C)C[C@H]1Oc2cc(-c3ccccc3F)ccc2S(=O)(=O)N([C@@H](C)CO)C[C@H]1C	1
COc1ccc(S(=O)(=O)N(C)C[C@H]2OCCCC[C@@H](C)Oc3ccc(NC(=O)Nc4ccccc4)cc3C(=O)N([C@@H](C)CO)C[C@H]2C)cc1	-402
C[C@@H]1CCCCO[C@@H](CN(C)S(C)(=O)=O)[C@@H](C)CN([C@@H](C)CO)C(=O)c2cc(NC(=O)C3CCCCC3)ccc2O1	5
C[C@@H]1CCCCO[C@H](CN(C)S(C)(=O)=O)[C@H](C)CN([C@@H](C)CO)C(=O)c2cc(NS(=O)(=O)c3cn(C)cn3)ccc2O1	3
COCC(=O)N[C@@H]1CC[C@H](CC(=O)NCc2ccccc2OC)O[C@@H]1CO	4
CC(C)NC(=O)Nc1ccc2c(c1)C(=O)N([C@H](C)CO)C[C@@H](C)[C@H](CN(C)C(=O)Nc1cccc3ccccc13)OCCCC[C@H](C)O2	-8
C[C@H]1CN([C@@H](C)CO)C(=O)Cc2cc(NC(=O)CCN3CCOCC3)ccc2O[C@@H]1CN(C)Cc1ccc2c(c1)OCO2	-3
C[C@@H]1CN([C@H](C)CO)C(=O)Cc2cc(NC(=O)CCCCCC(=O)Nc3ccccc3N)ccc2O[C@H]1CN(C)S(=O)(=O)c1ccc(F)cc1	2
COCC#Cc1cnc2c(c1)C(=O)N([C@H](C)CO)C[C@H](C)[C@H](CN(C)C(=O)c1cccc(F)c1)O2	-3
C[C@@H]1CCCCO[C@@H](CN(C)Cc2ccccc2)[C@@H](C)CN([C@@H](C)CO)C(=O)c2cc(NC(=O)CCC(F)(F)F)ccc2O1	1
C[C@@H]1CN([C@@H](C)CO)C(=O)CCCn2nncc2CO[C@@H]1CN(C)C(=O)Nc1ccc(-c2cccs2)cc1	7
OCCN1CCN(CC/C=C2/c3ccccc3Sc3ccc(Cl)cc32)CC1	5
C[C@H](CO)N1C[C@H](C)[C@H](CN(C)C(=O)Nc2ccc3c(c2)OCO3)OCc2ccccc2-c2ccccc2C1=O	3
Cc1noc(C)c1NC(=O)N(C)C[C@@H]1Oc2c(NC(=O)Nc3cccc4ccccc34)cccc2C(=O)N([C@@H](C)CO)C[C@@H]1C	-1
C[C@H]1CN([C@@H](C)CO)C(=O)Cc2cc(NC(=O)CCC(F)(F)F)ccc2O[C@H]1CN(C)S(C)(=O)=O	7
COc1cccc(S(=O)(=O)Nc2ccc3c(c2)[C@@H]2C[C@H](CC(=O)N4CCCCC4)O[C@H](CO)[C@@H]2O3)c1	-5
C[C@@H]1CN([C@@H](C)CO)C(=O)c2cccc(NC(=O)c3ccc(-c4nccs4)cc3)c2O[C@@H]1CN(C)C(=O)Nc1ccc(C(F)(F)F)cc1	-3
Cc1noc(C)c1S(=O)(=O)N(C)C[C@H]1OCCCC[C@H](C)Oc2ccc(NC(=O)C3CCCCC3)cc2C(=O)N([C@@H](C)CO)C[C@@H]1C	1
C[C@H](CO)N1C[C@H](C)[C@@H](CN(C)CC2CCCC2)Oc2cc(C#CC(C)(C)O)ccc2S1(=O)=O	-10
C[C@H](CO)N1C[C@H](C)[C@H](CN(C)Cc2ccc(C(=O)Nc3ccccc3N)cc2)Oc2ccc(NC(=O)NC3CCCCC3)cc2C1=O	-2

Laid out differently: results already given.
| NSD2 inh | smiles |
| --- | --- |
| -8 | CC(C)NC(=O)Nc1ccc2c(c1)C(=O)N([C@H](C)CO)C[C@@H](C)[C@H](CN(C)C(=O)Nc1cccc3ccccc13)OCCCC[C@H](C)O2 |
| -3 | C[C@H]1CN([C@@H](C)CO)C(=O)Cc2cc(NC(=O)CCN3CCOCC3)ccc2O[C@@H]1CN(C)Cc1ccc2c(c1)OCO2 |

Next section.
SMILES	NSD2 inh
C[C@@H]1CN([C@@H](C)CO)C(=O)Cc2cc(NS(=O)(=O)c3ccc(F)cc3)ccc2O[C@H]1CN(C)C(=O)Nc1ccc(C(F)(F)F)cc1	-6
C[C@@H]1CN([C@H](C)CO)C(=O)c2cc(-c3cccc(F)c3)cnc2O[C@@H]1CN(C)Cc1cncnc1	0
COc1ccc(S(=O)(=O)N(C)C[C@@H]2Oc3ccc(NC(=O)Nc4ccc(C(F)(F)F)cc4)cc3C(=O)N([C@@H](C)CO)C[C@@H]2C)cc1	19
Cc1noc(C)c1NC(=O)N(C)C[C@@H]1Oc2ccc(NC(=O)Nc3ccc4c(c3)OCO4)cc2CC(=O)N([C@@H](C)CO)C[C@@H]1C	12
CCCNC(=O)N(C)C[C@H]1Oc2ncc(C#Cc3ccncc3)cc2C(=O)N([C@@H](C)CO)C[C@@H]1C	5
CC(=O)c1ccc(N2CCOCC2)cc1O	5
CNC[C@H]1OCCCC[C@@H](C)Oc2ccc(NS(=O)(=O)c3ccccc3)cc2C(=O)N([C@@H](C)CO)C[C@@H]1C	-2
C[C@@H]1CN([C@H](C)CO)C(=O)Cc2cc(NC(=O)c3ccncc3)ccc2O[C@@H]1CN(C)Cc1ccc(C(F)(F)F)cc1	2
COc1ccc(S(=O)(=O)N(C)C[C@@H]2Oc3ccc(NS(=O)(=O)c4cn(C)cn4)cc3CC(=O)N([C@H](C)CO)C[C@H]2C)cc1	0
CNC[C@H]1Oc2c(N)cccc2C(=O)N([C@H](C)CO)C[C@H]1C	-13
C[C@@H]1CN([C@@H](C)CO)C(=O)c2cc(-c3ccc(F)cc3)cnc2O[C@@H]1CN(C)C(=O)Cc1ccccc1	5
C[C@@H]1CN([C@@H](C)CO)C(=O)c2cc(NS(C)(=O)=O)ccc2O[C@H]1CN(C)CC1CCCCC1	4
C[C@@H]1CN([C@H](C)CO)C(=O)c2cccc(NS(=O)(=O)c3cccs3)c2O[C@@H]1CN(C)C(=O)Nc1ccc(C(F)(F)F)cc1	-15
Cc1cc(C(=O)Nc2cccc3c2O[C@@H](CN(C)C(=O)Nc2ccc(F)cc2)[C@H](C)CN([C@@H](C)CO)C3=O)n(C)n1	4
C[C@@H]1CCCCO[C@@H](CN(C)C(=O)Cc2ccccc2)[C@H](C)CN([C@@H](C)CO)C(=O)c2cc(NC(=O)NC3CCCCC3)ccc2O1	-2

Individual results from the results shown:
C[C@@H]1CCCCO[C@@H](CN(C)S(C)(=O)=O)[C@@H](C)CN([C@@H](C)CO)C(=O)c2cc(NC(=O)C3CCCCC3)ccc2O1 in NSD2 inh is listed with 5
COc1ccc(S(=O)(=O)N(C)C[C@@H]2Oc3ccc(NS(=O)(=O)c4cn(C)cn4)cc3CC(=O)N([C@H](C)CO)C[C@H]2C)cc1 in NSD2 inh is listed with 0

Additional compounds
SMILES	NSD2 inh
C[C@H](CO)N1C[C@H](C)[C@H](CN(C)C(=O)c2ccc(F)cc2)Oc2ncc(-c3ccncc3)cc2C1=O	2
C[C@@H]1CN([C@H](C)CO)S(=O)(=O)c2ccc(C#Cc3cccc(F)c3)cc2O[C@@H]1CN(C)C	3
CCOC(=O)c1ncc2[nH]c3cccc(OC(C)C)c3c2c1C	-9
O=C(C[C@@H]1C=C[C@H](NC(=O)CC2CC2)[C@@H](CO)O1)NCc1ccc(-c2ccccc2)cc1	3
C[C@H]1CN([C@@H](C)CO)C(=O)c2cccc(NC(=O)c3nc4ccccc4s3)c2O[C@H]1CN(C)Cc1ccc(C(=O)Nc2ccccc2N)cc1	0
COc1ccccc1NC(=O)N[C@H]1CC[C@@H](CC(=O)N2CCC(Cc3ccccc3)CC2)O[C@@H]1CO	0
O=C(C[C@H]1C[C@H]2c3cc(NC(=O)C4CCOCC4)ccc3O[C@H]2[C@H](CO)O1)NCc1ccccn1	-1
C[C@H](CO)N1C[C@H](C)[C@H](CN(C)Cc2ccncc2)Oc2ccc(NC(=O)CCN3CCOCC3)cc2C1=O	-1
CC(C)NC(=O)N(C)C[C@@H]1OCCCC[C@H](C)Oc2ccc(NC(=O)c3ccccc3)cc2C(=O)N([C@H](C)CO)C[C@@H]1C	2
C[C@@H]1CN([C@@H](C)CO)C(=O)c2cc(C#Cc3ccccc3)cnc2O[C@H]1CN(C)C(=O)C1CC1	-2
C[C@H]1CN([C@@H](C)CO)S(=O)(=O)c2ccc(-c3ccc(F)cc3)cc2O[C@H]1CN(C)C(=O)c1ccccc1F	18
C[C@@H]1CN([C@@H](C)CO)C(=O)Cc2cc(N(C)C)ccc2O[C@H]1CN(C)Cc1ccc(C(F)(F)F)cc1	-5
C[C@@H]1CCCCO[C@H](CN(C)Cc2ccc3c(c2)OCO3)[C@@H](C)CN([C@H](C)CO)C(=O)c2cc(NS(=O)(=O)c3ccccc3)ccc2O1	-1
CCCN(C)C[C@@H]1Oc2cc(C#Cc3cccnc3)ccc2S(=O)(=O)N([C@H](C)CO)C[C@@H]1C	-3
C[C@@H]1CN([C@@H](C)CO)C(=O)c2cc(NC(=O)Nc3ccc(F)cc3)ccc2O[C@@H]1CN(C)Cc1ccc2c(c1)OCO2	-1
C[C@H](NC(=O)C[C@H]1C[C@H]2c3cc(NC(=O)CN(C)C)ccc3O[C@H]2[C@H](CO)O1)c1ccccc1	-5
CN1CCN(C(=O)C[C@@H]2C[C@@H]3c4cc(NS(=O)(=O)c5ccc(F)cc5)ccc4O[C@@H]3[C@@H](CO)O2)CC1	3
COc1ccc(NC(=O)Nc2ccc3c(c2)C(=O)N([C@H](C)CO)C[C@H](C)[C@@H](CN(C)Cc2ccc4c(c2)OCO4)O3)cc1	6
C[C@H]1CN([C@@H](C)CO)C(=O)c2cc(NS(=O)(=O)c3ccccc3)ccc2O[C@H]1CN(C)C(=O)Nc1ccc(C(F)(F)F)cc1	-9
C[C@@H]1CN([C@H](C)CO)C(=O)c2cc(-c3ccc(F)cc3)cnc2O[C@@H]1CN(C)C(=O)c1ccccn1	0
COc1ccccc1NC(=O)N(C)C[C@H]1OCc2cn(nn2)CCCC(=O)N([C@@H](C)CO)C[C@H]1C	3
CCOC(=O)c1c(C)cc(O)cc1O	17
C[C@H]1CN([C@@H](C)CO)C(=O)Cc2cc(NC(=O)Cn3cnnn3)ccc2O[C@H]1CN(C)C(=O)Nc1ccc2c(c1)OCO2	5
O=C1CC(c2ccccc2F)C2=C(CC(c3ccc(F)cc3)CC2=O)N1 (stereo not drawn)	-28
C[C@@H]1CN([C@H](C)CO)C(=O)Cc2cc(NC(=O)NC3CCCCC3)ccc2O[C@H]1CN(C)Cc1ccc(Cl)c(Cl)c1	-3
CN(C)Cc1c(O)ccc2occ(C(O)c3ccccc3)c12 (stereo not drawn)	-2
O=C(C[C@H]1C[C@H]2c3cc(NC(=O)c4ccc5c(c4)OCO5)ccc3O[C@H]2[C@@H](CO)O1)NC1CCCCC1	13
COc1ccc(S(=O)(=O)N(C)C[C@@H]2Oc3ccc(NC(=O)Nc4ccc(F)cc4)cc3C(=O)N([C@@H](C)CO)C[C@H]2C)cc1	-6
Cc1noc(C)c1S(=O)(=O)Nc1ccc2c(c1)CC(=O)N([C@H](C)CO)C[C@@H](C)[C@H](CN(C)S(=O)(=O)c1ccc(Cl)cc1)O2	-3
COc1ccc(S(=O)(=O)N(C)C[C@H]2Oc3ccc(NC(=O)NC4CCCCC4)cc3C(=O)N([C@H](C)CO)C[C@H]2C)cc1	-12

Some of the entries above, reformatted:
compound: CCOC(=O)c1c(C)cc(O)cc1O
- NSD2 inh: 17

compound: Cc1noc(C)c1S(=O)(=O)Nc1ccc2c(c1)CC(=O)N([C@H](C)CO)C[C@@H](C)[C@H](CN(C)S(=O)(=O)c1ccc(Cl)cc1)O2
- NSD2 inh: -3

compound: COc1ccc(S(=O)(=O)N(C)C[C@@H]2Oc3ccc(NC(=O)Nc4ccc(F)cc4)cc3C(=O)N([C@@H](C)CO)C[C@H]2C)cc1
- NSD2 inh: -6

compound: O=C1CC(c2ccccc2F)C2=C(CC(c3ccc(F)cc3)CC2=O)N1 (stereo not drawn)
- NSD2 inh: -28

The list goes on.
SMILES	NSD2 inh
C[C@H](CO)N1C[C@H](C)[C@@H](CN(C)C(=O)c2ccccc2F)Oc2cc(C#CCN(C)C)ccc2S1(=O)=O	2
COCC(=O)N(C)C[C@@H]1Oc2cc(Br)ccc2S(=O)(=O)N([C@@H](C)CO)C[C@H]1C	6
COCCOC(=O)N1C(=O)[C@@]2(c3cc(C#CC4=CCCCC4)ccc31)[C@H](C(N)=O)[C@H]1C(=O)O[C@H](c3ccccc3)[C@H](c3ccccc3)N1[C@@H]2c1ccccc1OCCO	-5
CC(C)NC(=O)N(C)C[C@H]1Oc2ccc(NC(=O)CCN3CCOCC3)cc2C(=O)N([C@@H](C)CO)C[C@@H]1C	-1
